RGS4 act – RGS4 potentiation or activation; HEK293 M3R/inducible RGS4, carbachol calcium flux Fluo4; active compounds read low; B-score at 10 µM; actives 0.92% (n = 310,000);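 active = B-score of the integrated calcium signal more than 4 SD below the library mean, with starting fluorescence not abnormally high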;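 also: negative B-score means reduced calcium response which marks RGS4 activation or potentiation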
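System – HEK293 FlpIn-TREx cells, stable M3R, doxycycline-inducible RGS4 · Reagent – ECmax carbachol challenge · Times – compound preincubation 20 min at room temperature before agonist · Technique – Fluo4 fluorescence kinetic imaging of calcium · Measure – B score of integrated Fluo4 ratio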
MrgX1 allo act – allosterically activates human MrgX1 receptor signaling; Q96LB2; MrgX1-HEK293, Fluo-4 calcium flux, FDSS; active compounds read high; B-score at 10 µM; actives 0.63% (n = 310,000); AID 588675;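 active = plate-corrected calcium response at least 3 library SD above typical, normal starting fluorescence, not activating the receptor alone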;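 also: compound read alongside a low EC10 to EC30 dose of BAM8-22 agonist; peak minus trough fluorescence over baseline measured at the second addition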
KCNK3 block – human KCNK3 channel inhibition, primary screen; B-score at 10 µM; CHO-KCNK3 thallium flux, FluxOR fluorescence; active compounds read low; actives 0.84% (n = 340,000); AID 602410; O14649;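 active = B-score under library mean minus 4 SD, starting fluorescence ratio at most library mean plus 5 SD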;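 also: more negative B-score means stronger inhibition of thallium flux through KCNK3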
KCNQ1 pot – potentiators or activators of human KCNQ1 potassium channel | P51787 | CHO-K1 KCNQ1, thallium flux FluxOR fluorescence; active compounds read high | B-score at 10 µM | actives 0.35% (n = 310,000) | AID 2648;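 active = fluorescence ratio B-score, a plate-corrected score, at least three library SD, with initial intensity B-score within 5 SD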
Target sequence (P51787 whole entry, looked up): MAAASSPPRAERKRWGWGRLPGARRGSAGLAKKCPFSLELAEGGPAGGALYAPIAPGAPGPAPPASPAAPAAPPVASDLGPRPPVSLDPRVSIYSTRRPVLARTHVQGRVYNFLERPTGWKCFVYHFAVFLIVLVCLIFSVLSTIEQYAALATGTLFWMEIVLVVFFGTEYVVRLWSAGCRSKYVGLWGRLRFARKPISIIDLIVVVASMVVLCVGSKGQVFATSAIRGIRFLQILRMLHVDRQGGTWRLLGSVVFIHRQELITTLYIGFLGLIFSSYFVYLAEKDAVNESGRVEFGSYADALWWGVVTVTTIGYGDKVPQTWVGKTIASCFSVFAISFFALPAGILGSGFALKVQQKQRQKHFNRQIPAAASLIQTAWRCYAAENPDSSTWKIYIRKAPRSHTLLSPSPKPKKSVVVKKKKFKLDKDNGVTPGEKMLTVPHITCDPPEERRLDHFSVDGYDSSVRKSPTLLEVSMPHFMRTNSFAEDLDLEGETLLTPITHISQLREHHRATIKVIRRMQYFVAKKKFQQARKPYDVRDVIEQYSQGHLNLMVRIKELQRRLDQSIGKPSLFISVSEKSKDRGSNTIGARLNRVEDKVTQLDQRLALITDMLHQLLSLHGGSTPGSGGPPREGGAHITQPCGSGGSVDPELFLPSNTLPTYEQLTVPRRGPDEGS
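System: CHO-K1 cells stably expressing KCNQ1 / Medium: assay buffer for compound exposure, DMSO matched across wells / Reagent: thallium- and potassium-containing depolarizing buffer / Compound: one concentration, matched DMSO / Incubation: 20 min compound pretreatment at room temperature / Measured by: kinetic FluxOR fluorescence, 10 s baseline plus 110 s post-stimulus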
ANO1 block – blocks the mouse calcium-activated chloride channel TMEM16A; HEK293 TMEM16A/YFP iodide influx fluorescence, ionomycin; normalized B-score (activity score, 25-100; higher = stronger inhibition) at 10 µM; actives 1.2% (n = 310,000);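 active = ratio plate-corrected score three or more library SD toward inhibition, starting fluorescence score within five deviations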;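 also: score derived from kinetic fluorescence span divided by baseline fluorescence per well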
hERG protect – compounds protecting human hERG from proarrhythmic drug block; Q12809; CHO-hERG, FluxOR thallium flux, dofetilide IC70 present; activation (rescue from dofetilide block), less the hit threshold, % at 10 µM; actives 0.51% (n = 310,000); AID 1511;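 active = activation above the mean of controls blocked by dofetilide plus 5 SD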;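 also: thallium influx through hERG after potassium depolarization seen as dye fluorescence rise; in these data hits start at about 4.7%; inactives centre near -7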
MrgX1 agonist – human MrgX1 receptor agonism, primary screen; actives 0.44% (n = 310,000); MrgX1-HEK293 cells, Fluo-4 calcium fluorescence, agonist mode; active compounds read high; AID 588627; B-score at 10 µM;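 active = calcium response B-score plate-corrected fluorescence ratio at least 3 library SD, with starting fluorescence B-score inside 5 SD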
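Material: MrgX1-expressing HEK293 cells / Dosing: compound as first of three additions / Incubation: overnight seeding, then 1 h dark dye loading / Signal: Fluo-4 NW calcium fluorescence / Evaluation: B-scored fluorescence response ratio / Benchmarks: positive and negative control wells on each plate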
ANO1 activ – mouse TMEM16A channel activation, primary screen | B-score at 10 µM | AID 623877 | HEK293 TMEM16A/YFP-H148Q/I152L, iodide quench fluorescence; active compounds read low | actives 0.3% (n = 340,000);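 active = fluorescence-ratio B-score plate-corrected deviation score at least 3 library SD below zero, with starting fluorescence score within 5 deviations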;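 also: channel opened by trigger with iodide after compound preincubation; score built on the fluorescence ratio of max minus min over baseline; more negative score means more quench and so TMEM16A activation or potentiation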
KCNQ1 block – human KCNQ1 channel inhibition. P51787. actives 1.3% (n = 310,000). CHO-K1 KCNQ1, FluxOR thallium flux fluorescence; active compounds read high. B-score at 10 µM;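 active = compounds whose thallium flux B-score, printed positive for inhibition, exceeds three library SD while starting fluorescence stays within three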;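 also: channel opened by potassium depolarization with thallium stimulus after 20 min compound exposure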
RGS4 inh – human RGS4 inhibition; P49798; HEK293 M3R/RGS4 inducible, Fluo-4 calcium flux; active compounds read high; triggered by carbachol at its EC20; B-score at 10 µM; actives 0.45% (n = 310,000); AID 463165;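 active = B-score, a plate-corrected calcium signal, over three deviations above library mean, with baseline fluorescence within five deviations of library mean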;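 also: RGS4 expression induced by doxycycline in cells with stable M3 receptor; B-score is computed from the integrated fluorescence ratio over baseline after carbachol; higher B-score means a larger calcium signal and so more RGS4 inhibition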
Target sequence (P49798 whole entry, looked up): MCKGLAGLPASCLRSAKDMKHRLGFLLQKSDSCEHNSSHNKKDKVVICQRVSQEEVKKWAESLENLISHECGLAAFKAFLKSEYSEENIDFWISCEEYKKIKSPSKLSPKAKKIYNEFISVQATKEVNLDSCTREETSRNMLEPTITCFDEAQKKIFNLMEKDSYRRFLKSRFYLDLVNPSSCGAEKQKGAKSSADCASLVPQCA
KCNK9 inh – human KCNK9 channel inhibition. Q9NPC2. HEK293 KCNK9, FluxOR thallium flux fluorescence; active compounds read low. B-score at 10 µM. AID 488922. actives 1.2% (n = 310,000);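 active = ratio B-score over 3 SD below the library mean, with starting fluorescence within 5 SD of its mean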;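 also: negative B-score means less thallium flux so channel inhibition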
* = called active by the depositor; i = inactive; / = no result given.

Every second line gives: ANO1 block	KCNK3 block	KCNQ1 pot	MrgX1 allo act	MrgX1 agonist	RGS4 act	hERG protect	RGS4 inh	ANO1 activ	KCNQ1 block	KCNK9 inh
COC(c1ccccc1)c1nnc(CCC(=O)N2CCN(C3CCCC3)CC2)o1 (centres undefined)
    i	i	i	i	i	i	-5.3	i	i	i	i
c1ccc2c(c1)Cc1cc(CN3CCOCC3)ccc1-2
    i	i	i	i	i	i	-4.1	i	i	i	i
C=CCn1c(=O)c2ccccc2n2c(SCc3nc(N)nc(Nc4ccccc4C)n3)nnc12
    i	i	i	i	i	i	-1.7	i	i	i	i
Cc1ccc(C)c(N(C)C(=O)CCS(=O)(=O)c2cccc3nonc23)c1
    i	i	i	i	i	i	-4.2	i	i	i	i
Cc1cccc(C(=O)Nc2ccccc2-c2nnn(CC(=O)Nc3ccc4c(c3)OCCO4)n2)c1
    i	i	i	i	i	i	-5.5	i	i	i	i
CNC(=O)CN(C1CCCCC1)S(=O)(=O)c1ccc(OC)c(Cl)c1
    i	i	i	i	i	i	-7.0	i	i	i	i
O=[N+]([O-])c1ccc(CSc2ncnc3c2ncn3[C@@H]2O[C@H](CO)[C@@H](O)[C@H]2O)cc1
    i	i	/	i	i	/	/	/	i	/	/
COc1cc(/C=N/NC(=O)C(=O)NCc2ccco2)ccc1O
    i	i	i	i	i	i	-4.4	i	i	i	i
C=C1CC(C(=O)N/N=C/c2ccccc2)C1
    i	i	i	i	i	i	-5.1	i	i	i	i
Cc1cc(C)c2c3c(sc2n1)C(=O)N(Cc1ccccc1)CC(=O)N3
    i	i	i	i	i	i	-17.4	i	i	i	i
CC(C)(C)OC(=O)NCCCCCc1nnc(SCc2cccc(F)c2)o1
    25*	i	i	i	i	i	-9.9	i	i	i	i
Nc1nc(SCC(=O)C23CC4CC(CC(C4)C2)C3)n[nH]1
    i	i	i	i	i	i	-7.8	i	i	i	i
CCOC(=O)c1cc(CC)sc1NC(=O)COC(=O)c1cnccn1
    i	i	i	i	i	i	-4.5	i	i	i	i
O=C(NCC(=O)N1CCCC(C(F)(F)F)C1)c1ccc(Br)o1 (centres undefined)
    i	i	i	i	i	i	-11.1	i	i	i	i
O=C(CSc1nnc(-c2ccc(Cl)cc2)o1)N1CCOCC1
    i	i	i	i	i	i	-6.9	i	i	i	i
CCN(CC(=O)NCc1ccc(Cl)cc1)C(=O)c1cc(OC)cc(OC)c1
    i	i	i	i	i	i	-9.3	i	i	i	i
O=C1CCCN1c1ncc(S(=O)(=O)c2ccc([N+](=O)[O-])cc2)s1
    i	i	i	i	i	i	-9.2	i	i	i	i
O=C(CCl)N1CCN(CC(=O)N2CCCC2)CC1
    i	i	i	i	i	i	-4.9	i	i	i	i
O=C(c1ccco1)N1CCN(Cc2cc(=O)c(OCc3c(F)cccc3Cl)co2)CC1
    i	i	i	i	i	i	-12.0	i	i	i	i
Cc1nn(C)c(C)c1NC(=S)Nc1ccc(S(=O)(=O)Nc2ncccn2)cc1
    i	i	i	i	i	i	-1.7	i	i	i	i
COc1ccc(Br)cc1CN(C)CC(=O)Nc1ccccc1Cl
    i	i	i	i	i	i	-14.4	i	i	i	-8.71*
O=C(CN1CCCC1=O)NC1(C(F)(F)F)NC(=O)N(Cc2ccccc2)C1=O (centres undefined)
    i	i	i	i	i	i	0.6	i	i	i	i
CC(C)=CCc1c(-c2ccc(O)cc2O)oc2cc3c(c(O)c2c1=O)C=CC(C)(C)O3
    i	/	i	i	i	i	-4.2	i	/	i	i
Cc1ccc(-n2nnnc2SCC(=O)N2CCc3ccccc3C2)c(C)c1
    i	i	i	i	i	i	-15.9	i	i	i	i
COc1cccc(C2NC(=O)c3sc(=S)n(-c4ccccc4)c3N2)c1 (centres undefined)
    i	i	i	i	i	i	-9.3	i	i	i	i
Cc1ccc(-c2ocnc2C(=O)Nc2ccccc2NC(=O)c2ccccn2)cc1
    i	i	i	i	i	i	-6.7	i	i	i	i
COc1cccc(NC(=O)c2ccc3c(O)c(S(=O)(=O)c4ccccc4)c(=O)[nH]c3c2)c1
    i	i	i	i	i	i	-10.7	i	i	i	i
CC(C)CCN=Cc1c(O)n(-c2ccccc2)c(=O)c2ccccc12
    i	i	i	i	i	i	-10.7	i	i	i	i
CCOc1ccc(-n2cc(-c3ccccc3)c3c(=S)nc[nH]c32)cc1
    i	i	39*	i	i	i	-2.4	i	i	i	i
COc1cccc(CN(C)CC2CCCN(CCc3ccc(Cl)cc3)C2)c1OC (centres undefined)
    i	i	i	i	i	i	-2.6	i	i	i	i
CCN(C(=O)CSc1nnc(-c2c[nH]c3ccccc23)o1)C1CCS(=O)(=O)C1 (centres undefined)
    i	i	i	i	i	i	-19.8	i	i	i	i
COc1ccc(CN2C(=O)C(=O)N(CC(N)=O)C2=O)cc1
    i	i	i	i	i	i	-8.2	i	i	i	i
Cc1cc(-c2ccccc2)nc(N/N=C/c2cccnc2)n1
    i	i	i	i	i	i	-15.1	i	i	i	i
COc1cccc(CN(C(=O)c2ccccc2Br)C2CCS(=O)(=O)C2)c1 (centres undefined)
    i	i	i	i	i	i	-5.0	i	i	i	i
O=C1C(C2=NC(c3ccccn3)C3C(=O)N(c4ccc(OC(F)(F)F)cc4)C(=O)C23)=C(O)c2ccccc21 (centres undefined)
    i	i	i	i	i	i	-7.0	i	i	i	i
O=C(C1CC1)N1N=C(C2CCCCC2)CC1(O)C(F)(F)F (centres undefined)
    i	i	i	i	i	i	-10.3	i	i	i	i
Cc1cc(NC(=O)CSc2nnc(-c3cccs3)n2N)no1
    i	i	i	i	i	i	-7.3	i	i	i	i
CNC(=O)c1ccsc1NC(=O)c1ccc(S(=O)(=O)N2CCc3ccccc32)cc1
    i	i	i	i	i	i	-11.3	i	i	7*	i
CCn1c2ccccc2c2cc(NC(=O)c3ccco3)ccc21
    i	-9.45*	i	i	i	i	-4.0	i	i	i	i
CN(C)S(=O)(=O)c1cccc(NC(=O)CN2C(=O)NC(Cc3c[nH]c4ccccc34)C2=O)c1 (centres undefined)
    i	i	i	i	i	i	-11.4	i	i	i	i
Cc1ccccc1OCCC(=O)N1CCN(S(=O)(=O)c2ccc(F)cc2)CC1
    i	i	i	i	i	i	-7.1	i	i	i	i
CCn1c(=O)c2cc(C(=O)N(C)c3cc(C)ccc3OC)sc2c2ccccc21
    i	i	i	i	i	i	-13.4	6.05*	i	i	-15.3*
Cc1oc(S(=O)(=O)N(C)C)cc1C(=O)Nc1ccc(F)cc1
    i	i	i	i	i	i	-1.7	i	i	i	i
CC(CCn1cccn1)NC(=O)CCc1nnc(CCc2ccccc2)o1 (centres undefined)
    i	i	i	i	i	i	-7.3	i	i	i	i
Cc1ccc2c(c1)/C(=C/c1ccccc1C)C(=O)N2
    i	i	i	i	i	i	-0.7	i	/	i	i
CC(C)c1ccc(NC(=O)C(c2ccccc2)N(Cc2ccco2)C(=O)CC2NC(=O)NC2=O)cc1 (centres undefined)
    i	i	i	i	i	i	-9.7	i	i	8*	i
OCc1cc(Br)ccc1OCc1nc2ccccc2s1
    i	i	i	i	i	i	-6.0	i	i	i	i
COC(=O)c1sc(S(=O)(=O)NCCCN(C)C)c(C(=O)OC)c1C
    i	i	i	i	i	i	-11.9	i	i	i	i
Cc1ccc(C(=O)COC(=O)CNC(=O)c2cccs2)cc1
    i	i	i	i	i	i	-3.7	i	i	i	i
N#CC(C(=O)C12CC3CC(CC(C3)C1)C2)c1nc2ccccc2[nH]1 (centres undefined)
    i	i	i	i	i	i	-12.8	i	-9.49*	i	i

Additional records follow.
Every second line gives: ANO1 block	KCNK3 block	KCNQ1 pot	MrgX1 allo act	MrgX1 agonist	RGS4 act	hERG protect	RGS4 inh	ANO1 activ	KCNQ1 block	KCNK9 inh
O=C(CSc1nnc(-c2ccco2)o1)Nc1ccccc1Cl
    i	i	i	i	i	i	-5.2	i	i	i	i
CCCCCCCCCCn1c2c(c(=N)c3c1CCC3)CCC2
    100*	i	i	i	i	-8.74*	57.7*	i	i	6*	-18*
CS(=O)(=O)N1CCC(C(=O)NCc2ccc(Cl)cc2)CC1
    i	i	i	i	i	i	-7.6	i	i	i	i
CCCS(=O)(=O)N1CCC(C(=O)NCc2ccc3c(c2)OCO3)CC1
    i	i	i	i	i	i	0.8	i	i	i	i
COc1nc(Nc2ccc([N+](=O)[O-])cc2)nc(NC2CCCCC2)n1
    i	i	i	i	i	i	-7.3	i	i	i	-7.14*
CCOC(=O)C1CCN(C(=O)COC(=O)c2nn(C)c(=O)c3ccccc23)CC1
    i	i	i	i	i	i	-4.7	i	i	i	i
O=C(CSCc1ccc(Br)cc1)Nc1ccccc1C(=O)N1CCOCC1
    i	i	i	i	i	i	-1.4	i	i	i	i
CCC(C)NC(=S)Nc1ccc(F)cc1 (centres undefined)
    i	i	i	i	i	i	-7.9	i	i	i	i
CN1C(=S)SC(C)(NO)C1(C)C (centres undefined)
    i	i	i	i	i	i	-8.4	i	i	i	i
CCc1nc(SCC(=O)N2CCC(C)CC2)c2c(=O)n(C)c(=O)n(C)c2n1
    i	i	i	i	i	i	-11.3	i	i	i	i
COc1cc2[nH]c(=O)n(Cc3ccccc3Cl)c(=O)c2cc1OC
    i	i	i	i	i	i	-7.8	i	i	i	i
COc1ccc(S(=O)(=O)N2CCCN(CCC(=O)Nc3cccc(C(F)(F)F)c3)CC2)cc1
    i	i	/	i	i	/	/	/	i	/	/
Cc1ccc(C(=O)N2C(=S)C(c3ccc(F)cc3)=NC23CCN(C)CC3)cc1
    i	i	i	i	i	i	-16.7	i	i	i	i
Clc1ccc(-c2csc(N/N=C/c3ccc4c(c3)OCO4)n2)cc1
    i	i	i	i	i	i	-6.7	i	i	i	i
O=S(=O)(Nc1ccncc1)c1ccc(Cl)cc1
    i	i	i	i	i	i	-6.8	i	i	i	i
Nc1cc(-c2ccc(Cl)cc2)nn1S(=O)(=O)c1cccc2nsnc12
    i	i	i	i	i	i	-7.3	i	i	i	i

Source: PubChem BioAssay (Johns Hopkins Ion Channel Center)
